# DT40 TDP1 no CPT: qHTS for Inhibitors of human tyrosyl-DNA phosphodiesterase 1 (TDP1): qHTS in cells in absence of CPT | DT40 Tdp1-/- hTDP1 cells, no CPT, ATP luminescence, 48 h | Potency, µM (doses to about 46.2 µM), for the others: at the highest dose activity change, negative = growth inhibition, most hits filed as inhibitors | actives 15% (n = 420,000) | AID 686978, 2013; further: nearly all actives have a fitted effect of over 55% in size
#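 Camptothecin absent (DMSO only). Human TDP1-complemented DT40 knockout cells, 400 cells/well, 37 °C for minimum 48 hr; ATP measured via CellTiter-Glo, 30 min dark incubation, luminescence.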
# DT40 TDP1 CPT: DT40-hTDP1 cell growth loss with CPT | chicken DT40 Tdp1-/-;hTDP1 cells + 20 nM CPT, ATP luminescence, 48 h | Potency, µM (series often up to 46.2 µM), for the others: top-dose activity change, negative = growth inhibition, hits mostly inhibitors | actives 12% (n = 420,000); further: nearly all actives have a fitted effect of over 55% in size
#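 Chicken DT40 Tdp1-/- cells stably complemented with human TDP1 were seeded at 400 cells/well in medium containing 20 nM camptothecin, exposed to pin-transferred compounds, and grown at 37 °C for at least 48 hr. Viability was read as ATP luminescence.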
# TDP1 block: inhibitors of human tyrosyl-DNA phosphodiesterase TDP1 | Q9NUW8 | recombinant TDP1, AlphaScreen DNA substrate cleavage | Potency, µM (top dose mostly 130 µM), for inactives: at the top dose activity change, negative = inhibition, actives largely listed as inhibitors | actives 0.28% (n = 350,000) | AID 485290; further: nearly all actives have a fitted effect of over 40% in size
# Target sequence (Q9NUW8 whole entry, looked up): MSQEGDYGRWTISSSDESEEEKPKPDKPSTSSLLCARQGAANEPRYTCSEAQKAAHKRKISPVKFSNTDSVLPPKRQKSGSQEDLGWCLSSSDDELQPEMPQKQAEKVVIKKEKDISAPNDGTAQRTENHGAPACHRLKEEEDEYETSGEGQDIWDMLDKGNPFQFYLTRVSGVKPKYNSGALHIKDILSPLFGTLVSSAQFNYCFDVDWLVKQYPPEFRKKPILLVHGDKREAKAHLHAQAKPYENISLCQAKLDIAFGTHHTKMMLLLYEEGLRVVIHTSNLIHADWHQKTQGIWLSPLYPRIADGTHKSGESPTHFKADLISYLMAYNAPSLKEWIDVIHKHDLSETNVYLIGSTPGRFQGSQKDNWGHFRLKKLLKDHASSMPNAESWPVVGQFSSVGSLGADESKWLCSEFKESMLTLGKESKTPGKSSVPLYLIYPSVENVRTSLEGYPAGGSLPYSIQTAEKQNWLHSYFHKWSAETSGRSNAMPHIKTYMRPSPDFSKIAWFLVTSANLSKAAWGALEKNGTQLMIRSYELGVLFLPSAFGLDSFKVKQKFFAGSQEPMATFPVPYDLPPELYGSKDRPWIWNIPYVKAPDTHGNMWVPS
#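 AlphaScreen read-out: signal falls as enzyme removes the 3' tyrosine-FITC from a 5'-biotinylated DNA oligo (15 nM, 5 min, RT). Enzyme was E. coli-made recombinant Tdp1 at 1 nM, exposed to compound for 15 min beforehand; beads 10 ug/ml, 10 min.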
# Numbers without * were called inactive; ? = inconclusive; / = no result given; & = joins results of further samples; [ ] = dose if it differs, or a comment. The call rests on the fitted dose curve; in most records, active means well fitted curve in the direction sought with a large enough effect; inconclusive means small, poorly fitted or top-dose-only effect, or another doubt; inactive means no such curve, though single readings can be large; an effect the other way counts as inactive or inconclusive. On the % scale 0 is the no-effect control and ±100 the full control effect; potency means the concentration at half of the fitted maximal effect.
SMILES,DT40 TDP1 no CPT,DT40 TDP1 CPT,TDP1 block
Cc1cc[n+](-c2[nH]c(=O)sc2/C=N/N=C(\[O-])c2ccccc2)cc1,1%,1%,40µM*
O=C(Nc1nnc(C2CCCC2)s1)C1CCN(S(=O)(=O)c2ccc(Cl)cc2)CC1,-12%,3%,-1%
COC(=O)c1ccc(CCc2cc(O)ccc2O)cc1,5.2µM*,2.9µM*,/
O=C(O)c1ccc(Br)cn1,-14%,-6%,0%
Cc1c(CCC(=O)NC2CC2)c(=O)oc2c(C)c(O)ccc12,-16%,8%,/
COc1ccc(OC)c(-c2csc(NC(=O)COC(=O)C3(C)CC3(Cl)Cl)n2)c1 (centres undefined),?,?,3%
COCCN(C(=O)COC(=O)c1ccc2c(c1)OCCO2)c1c(N)n(Cc2ccccc2)c(=O)[nH]c1=O,0%,0%,1%
COc1ccc(NC(=O)c2c(NC(=O)c3cccc(C)c3)sc3c2CCCC3)cc1,-14%,-1%,/
CCc1cc(C(=O)N2CCN(c3ccccc3)CC2)no1,-2%,-20%,3%
CCC(C)NCCOCCOc1ccc(Br)cc1C (centres undefined),21µM*,15µM*,2%
O=C(Nc1ccccc1Sc1ccccc1)c1ccc(F)cc1,-7%,-3%,-3%
CC1(C)CC(=O)C=C(NCc2cccc(C(F)(F)F)c2)C1,-28%,8%,0%
O=C(NCCc1c[nH]c2ccccc12)C1CCN(Cc2ccc(Br)cc2)CC1,16µM*,?,/
CN(C)c1ccc(C=C2C(=O)OC(C)(C)OC2=O)cc1,-18%,37%[activator],4%
CCN(C(=O)NCc1noc2ccccc12)c1cc(C)ccc1C,?,?,0%

# As entered above:
# Reading for COc1ccc(OC)c(-c2csc(NC(=O)COC(=O)C3(C)CC3(Cl)Cl)n2)c1 (centres undefined) in TDP1 block: 3%
# Reading for Cc1c(CCC(=O)NC2CC2)c(=O)oc2c(C)c(O)ccc12 in DT40 TDP1 CPT: 8%

# Later entries:
SMILES,DT40 TDP1 no CPT,DT40 TDP1 CPT,TDP1 block
Cc1ccc(Cn2cc(CN(C)C3CN(Cc4cn(Cc5ccc(C)cc5)nn4)S(=O)(=O)C3)nn2)cc1 (centres undefined),?,?,/
CC(CN1CCCCC1)OC(=O)c1ccccc1Cl (centres undefined),?,-26%,5%
Cc1cccc(-n2ncc3c(Nc4c(C)cc(C)cc4C)ncnc32)c1,4.6µM*,3.3µM*,-2%
CCCN1CCC(=O)N(CCSc2ccccc2)CC1,?,?,/
Cc1ccccc1NC(=O)Cc1nc(COC(=O)c2ncc(Cl)c(Cl)c2Cl)cs1,?,?,/
O=C(Nc1ccc(Br)cc1F)c1cnn2c1NC(=C1CC1)C=C2C(F)F,-14%,-15%,/
O=C(NCCCN1CCCC1=O)c1cccc(N2CCCC2=O)c1,0%,-1%,8%
Cc1cc(C)cc(NC(=O)CSc2nc(-c3ccccc3)c3cc(F)ccc3n2)c1,18µM*,18µM*,-5%
CCc1ccc([C@@H]2CC=C(C(=O)O)[C@H](c3ccccc3F)N2S(=O)(=O)c2ccc(C)cc2)cc1,1%,-12%,0%
COc1ccc(NC(=O)CN2CCN(S(=O)(=O)c3cccs3)CC2)cc1Cl,?,?,2%
CCOc1ccc(NC(=O)CN(C)C(=O)c2cccnc2Sc2ccc(C)c(C)c2)cc1OCC,-21%,7%,6%[56.1 µM]
CC(C)(C)OC(=O)N1CCN(C(=O)c2[nH]c(C(F)(F)F)nc2-c2ccccc2)CC1,-12%,15%,/
Cc1ccc(-c2nnc(SCC(=O)NC3CCS(=O)(=O)C3)nc2-c2ccc(C)cc2)cc1 (centres undefined),?,-21%,-2%
Cc1c(Nc2nc(-c3cccc([N+](=O)[O-])c3)cs2)c(=O)n(-c2ccccc2)n1C,-15%,-5%,4%
COc1ccc(/C=C/C(=O)CCC(=O)O)cc1,-16%,21%,5%
Cc1cccc(N2CCN(S(=O)(=O)c3ccc4c(c3)NC(=O)CO4)CC2)c1C,-16%,?,4%
CC(C)N(C(=O)Cn1cc(S(=O)(=O)CC(=O)NCc2ccccc2)c2ccccc21)C(C)C,-15%,-24%,1%
CCOc1ccc(NC(=O)CN2CCN(CC(=O)Nc3ccc(F)c(F)c3)CC2)cc1,?,?,5%
C=CCN(c1ccccc1)S(=O)(=O)c1ccc2c(c1)NC(=O)C(C)S2 (centres undefined),?,-28%,1%
COc1ccc(N(C(=O)c2snc(C(N)=O)c2N)C(C(=O)NC2CCCC2)c2ccc(F)cc2)c(OC)c1 (centres undefined),?,-28%,0%[0.0935 µM]
Cc1ccc(C2CC(c3cccs3)=NN2C(=O)c2ccc(Br)o2)cc1 (centres undefined),?,?,4%
O=C(O)c1ccc(B(O)O)cc1,?,-34%,1%
Cc1ccc(C(=O)NCC(=O)OCC(=O)c2ccc3ccccc3c2)cc1,-15%,-14%,0%
C/C(=N\NC(=O)CSc1nc2ccccc2o1)c1ccc(O)cc1,6%,1%,5%
COCOCCn1cc(CN2CCS(=O)(=O)N(Cc3ccc(-c4ccncc4)cc3)C(C(C)C)C2=O)nn1 (centres undefined),-98%,-99%,/
CC1=CC(c2ccc(Cl)cc2)n2nc(NC(=O)CCC(=O)O)nc2N1 (centres undefined),-3%,4%,-1%
O=C(COc1nncc2ccccc12)Nc1c(F)c(F)c(F)c(F)c1F,7%,12%,-2%
O=C(NN=Cc1ccc2c(c1)OCO2)C1CC1,-3%,3%,/
Cc1nn(C)c(Oc2ccccc2)c1CCNS(=O)(=O)c1ccc(F)cc1,?,?,1%
O=C1c2ccccc2NC2CCCCC12 (centres undefined),23µM*,?,4%

# Structural class: those above with an NH in an aromatic ring.
SMILES,DT40 TDP1 no CPT,DT40 TDP1 CPT,TDP1 block
Cc1cc[n+](-c2[nH]c(=O)sc2/C=N/N=C(\[O-])c2ccccc2)cc1,1%,1%,40µM*
COCCN(C(=O)COC(=O)c1ccc2c(c1)OCCO2)c1c(N)n(Cc2ccccc2)c(=O)[nH]c1=O,0%,0%,1%
O=C(NCCc1c[nH]c2ccccc12)C1CCN(Cc2ccc(Br)cc2)CC1,16µM*,?,/
CC(C)(C)OC(=O)N1CCN(C(=O)c2[nH]c(C(F)(F)F)nc2-c2ccccc2)CC1,-12%,15%,/

# Additional results.
SMILES,DT40 TDP1 no CPT,DT40 TDP1 CPT,TDP1 block
Cc1cc(C)c(NC(=O)COC(=O)CSc2ccc(Br)cc2C)c(C)c1,?,-12%,0%
NC(=O)COc1ccc(-c2noc(COc3ccccc3[N+](=O)[O-])n2)cc1,-15%,-13%,0%
O=C(NCCC1=CCCCC1)c1ccc(Br)o1,9.2µM*,8.2µM*,0%
COc1ccc(C2c3ccc(O)cc3Oc3ncn(CCCO)c(=N)c32)cc1 (centres undefined),?,-28%,3%
C[C@H](CO)N1C[C@H](C)[C@@H](CN(C)C(=O)Nc2ccccc2)Oc2ccc(NC(=O)Nc3ccc4c(c3)OCO4)cc2C1=O,-12%,0%,3%
COc1ccc(Br)cc1C1CC(=O)N2CN(Cc3ccccc3)CSC2=C1C#N (centres undefined),10%,-4%,4%
COc1ccc(CNC(=O)C2CCCN(S(=O)(=O)c3ccc(F)cc3)C2)cc1 (centres undefined),?,?,2%
COc1ccccc1C1/C(=C(/O)c2ccc(Cl)cc2)C(=O)C(=O)N1CCN1CCOCC1 (centres undefined),-6%,7%,3%
COc1ccc(CCNC(=O)CSc2nc3[nH]c(=O)cc(O)c3s2)cc1,10%,9%,0%
O=C(CSc1nnc(C2CC2)n1C1CC1)c1cccs1,19%,1%,3%
Cc1ccc(S(=O)(=O)Nc2ccc3nc(C)sc3c2)c(C)c1,15µM*,?,2%
CCCSCCCNC(=O)CN1C(=O)COc2ccc(S(=O)(=O)N3CCCC3)cc21,1%&-26%,4%&-23%,0%&0%
CCC(Oc1ccccc1F)C(=O)Nc1ccc2c(c1)n(C)c(=O)n2C (centres undefined),11%,-4%,/
COc1ccc(Cl)cc1Nc1nc(-c2sc(NC(=O)C(C)(C)C)nc2C)cs1,3.7µM*,5.2µM*,-6%
O=C(Nc1c(-c2ccc3c(c2)OCO3)[nH][nH]c1=O)c1cccc(C(F)(F)F)c1,?,-8%,/

# The final 2 records of the part above are carried over, then new ones follow:
SMILES,DT40 TDP1 no CPT,DT40 TDP1 CPT,TDP1 block
COc1ccc(Cl)cc1Nc1nc(-c2sc(NC(=O)C(C)(C)C)nc2C)cs1,3.7µM*,5.2µM*,-6%
O=C(Nc1c(-c2ccc3c(c2)OCO3)[nH][nH]c1=O)c1cccc(C(F)(F)F)c1,?,-8%,/
CCO[C@H]1C[C@@H](c2ccc(CC)cc2)N(S(=O)(=O)c2ccc(C)cc2)C2CC(c3ccc(CC)cc3)N(S(=O)(=O)c3ccc(C)cc3)CC21 (some centres undefined),?,?,/
COc1ccc(N2C(=O)C3CCCN3C2c2cc(OC)c(OC)cc2OC)cc1 (centres undefined),-21%,-1%,7%
CCCc1nc(NC(C)=O)c(C#N)c(-c2ccco2)c1CC,0%,-11%,2%
Cc1ccc(S(=O)(=O)NC2CCOC(C)(C)C2)cc1 (centres undefined),-4%,-1%,7%
N/C(Cc1ccc(Cl)cc1)=N\OC(=O)c1ccc2ccccc2c1,?,?,3%
COc1ccc([C@@H]2CC=C(C(=O)O)[C@H](c3ccc(Cl)cc3)N2S(=O)(=O)c2ccc(Cl)cc2)cc1,-2%,?,4%
COc1ccc(Nc2nc(-c3cccc(Cl)c3)c3c(n2)-c2ccccc2OC3)cc1,?,?,-3%
Cc1ccc(CCNC(=O)CN(c2ccc(C(C)C)cc2)S(=O)(=O)c2c(C)nn(C)c2C)cc1,23µM*,?,1%
O=C(c1ccc2nc(N3CCCCC3)sc2c1)N1CCN(Cc2ccc3c(c2)OCO3)CC1,?,?,7%
CCOc1ccc(NC(=O)c2nsc(Cl)c2Cl)cc1,-21%,-25%,0%
CCOC(=O)C1CCN(S(=O)(=O)c2ccc3c(c2)CC(=O)N3C)CC1,-25%,-28%,-8%
Cc1cc(-c2nnc(CCC(=O)NCc3ccc(OC(F)(F)F)cc3)o2)no1,29%,0%,5%
O=c1[nH]cnc2c1C(c1ccccc1[N+](=O)[O-])c1c(nc[nH]c1=O)O2,-10%,-5%,2%
CCC(Oc1ccccc1C)C(=O)Nc1ccc(S(=O)(=O)Nc2cc(C)on2)cc1 (centres undefined),-7%,8%,10%
NC(=O)CN1C(=O)C(O)(CC(=O)/C=C\C=C\c2ccccc2)c2ccccc21 (centres undefined),?,?,3%

# Five entries out of the list, arranged by length of the SMILES, lowest first.
SMILES,DT40 TDP1 no CPT,DT40 TDP1 CPT,TDP1 block
Cc1ccc(S(=O)(=O)NC2CCOC(C)(C)C2)cc1 (centres undefined),-4%,-1%,7%
N/C(Cc1ccc(Cl)cc1)=N\OC(=O)c1ccc2ccccc2c1,?,?,3%
COc1ccc(N2C(=O)C3CCCN3C2c2cc(OC)c(OC)cc2OC)cc1 (centres undefined),-21%,-1%,7%
CCOC(=O)C1CCN(S(=O)(=O)c2ccc3c(c2)CC(=O)N3C)CC1,-25%,-28%,-8%
COc1ccc([C@@H]2CC=C(C(=O)O)[C@H](c3ccc(Cl)cc3)N2S(=O)(=O)c2ccc(Cl)cc2)cc1,-2%,?,4%

# (more compounds)
SMILES,DT40 TDP1 no CPT,DT40 TDP1 CPT,TDP1 block
O=C(NCCN1C(=O)S/C(=C/c2cccnc2)C1=O)c1cccs1,?,?,2%
Cc1cccc(NC(=O)c2cc(-c3cc(C)cc(C)c3O)n[nH]2)c1,?,?,/
CCOc1ccccc1CNC(=O)C1CCCN(c2nn3c(=O)cc(C)nc3s2)C1 (centres undefined),17%,8%,5%
O=C1c2ccccc2-c2nnc(-c3ccccc3)cc21,5.2µM*,3.7µM*,4%
COC(=O)c1sccc1NC(=S)N1CC(C)CC(C)C1 (centres undefined),-21%,1%,-14%
CC1CCc2c(nc3ncnn3c2NCCN(C)C)C1 (centres undefined),-26%,-1%,8%
CC1(C)CC(NCc2cccc([N+](=O)[O-])c2)CC(C)(C)N1,-19%,5%,/
C=CCNc1ncnc2c1ncn2[C@H]1CN(Cc2ccccc2)C[C@@H](CO)O1,-23%,-27%,/
O=C(O)c1cc(-c2cc3ccccc3o2)nn1-c1ccccc1,-3%,13%,8%
CC(=O)Nc1ccc(C(=O)CSc2nccc(=O)[nH]2)cc1,-13%,2%,0%
CCOC(=O)c1cnc[nH]c1=O,14%,-11%,/
O=C(Oc1cccnc1)c1cc2ccccc2oc1=O,-4%,-3%,5%
Cc1ccc(C)c(OCC(=O)Nc2sc3c(c2C#N)CCCC3)c1C,9.2µM*,?,/
